Assay outcomes deposited in PubChem BioAssay by several laboratories.
Dynein cargo inh – inhibitors of GR-EGFP nuclear translocation, primary screen, dynein cargo transport inhibitor project, imaging, high-content, 3617.4 mouse cells; test concentration mostly 20 µM; stimulated with dexamethasone, 1 µM; active compounds read low; z-score, hits read low; 220,000 tested, 0.47% active; AID 1381, 2008;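 active means plate z-score of nuclear minus cytoplasmic receptor signal below a set negative limit, without overly bright fluorescence or cell loss, cut at about -3.5 in these data, passing the limit was not always enough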;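 further: z-score of nuclear minus cytoplasmic ring GR-EGFP intensity difference per well; some compounds called inactive have numbers as strong as hits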
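Buffer or medium: tetracycline-free induction medium containing charcoal-stripped FBS / Reagent: dexamethasone agonist, 1.0 µM final, for 30 min / Technique: automated 10x imaging of fixed Hoechst-stained cells / Times: induction 48 h, compound 1 h, agonist 30 min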
MT stabilize HCS – microtubule stabilizers in HeLa cells, primary screen, imaging, high-content imaging; HeLa tubulin immunostaining HCS, 24 h; share of cells brighter than vehicle mean+2SD; % tubulin-high responders, % at 10 µM; 200,000 tested, 0.83% active; AID 2205, 2009;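 active means plate Z-score above 3 for both tubulin-high and condensed-nucleus cell shares, with cell loss under 80%, at 10 µM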;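 further: anti alpha tubulin signal scored within the nucleus-defined area of each cell; some results filed as inactive read as strong as hits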
WT yeast gro inh – growth inhibition of WT strain, primary screen, mitochondrial fusion inhibitor project, WT and mutant strains, chemical genetic; 190,000 tested, 2.1% active; AID 1362, 2008; mitochondrial fusion phenotypic screen; inhibition, % at 10 µM; in the data active means inhibition above about 58%; tested in S. cerevisiae
human PMI inhibitors – human PMI inhibitors, high substrate, primary screen, biochemical, fluorescence intensity, high mannose 6-phosphate (AID 1220); Mannose-6-phosphate isomerase (Homo sapiens); recombinant PMI enzyme, coupled fluorescence intensity; higher % means a stronger effect; inhibition, % at 20 µM, or IC50 in µM where a hit was titrated; 190,000 tested, 0.66% active
b-catenin transl – modulators of beta-catenin nuclear translocation, primary screen, imaging, HeLa cells, immunofluorescence, high-content; nuclear translocation activity, % at 5 µM; 190,000 tested, 0.3% active; AID 1665, 2009;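 active means nuclear translocation activity above 50% at 5 µM, with a well cell count of 50 or more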;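 further: per-cell ratio of nuclear to cytoplasmic median beta-catenin stain intensity; plate controls were DMSO negative control for no effect and GSK-3 inhibitor IX positive control for full effect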
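Assay system: human HeLa cells, native beta-catenin; doses: 5 µM primary, 0.02–20 µM confirmation; incubation: compound treatment 24 h, 37°C, 5% CO2; technique: fluorescence imaging of beta-catenin antibody stain plus DAPI; measure: % activation, nuclear-to-cytoplasmic median beta-catenin signal ratio per cell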
PMI inhibitors – inhibitors of human PMI, primary screen, biochemical, fluorescence intensity, coupled assay (AID 1209); purified PMI enzyme, coupled fluorescence intensity; higher % means a stronger effect; 190,000 tested, 0.42% active; one-dose inhibition, % at 20 µM; IC50 in µM for titrated hits; Mannose-6-phosphate isomerase (Homo sapiens);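 further: plate controls were DMSO vehicle for no effect and wells lacking substrate for full effect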
Autophagy HCS – autophagy modulators in MEF cells, primary screen, imaging, high-content, MEF GFP-LC3; MEF GFP-LC3 puncta imaging; test concentration mostly 10 µM; calls only at 10 µM (by protocol); 190,000 tested, 0.98% active;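 active means percentage of spot-positive cells more than 3 SD above its plate mean, without a fluorescence outlier flag or 80% toxicity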;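 further: spot-positive cell cutoff set from DMSO-treated cells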
Yfh1-off respiration – enhancers of respiration in Yfh1-depleted yeast, dose response, Friedreich's ataxia, plus single-dose screen (AID 1465). 220,000 tested, 0.074% active. one-dose fold induction at 50 µM; EC50 in µM for titrated hits. S. cerevisiae Yfh1-off respiration, WST-1 reduction, 72 h; higher fold induction means a stronger effect;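 active means fold induction of absorbance versus untreated yeast above a set limit, then at least 30% activation at any dose in follow-up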;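 further: activators that raise dye reduction in frataxin-depleted yeast; strong numbers were not always called active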
Ins promoter up – insulin promoter activators in MIN6 cells, imaging, high-content screening, mouse beta cells | MIN6 insulin promoter-GFP reporter; active compounds read high | AID 1625, 2009 | 190,000 tested, 0.3% active | z-score at 5 µM;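 active means z-score above 3 at 5 µM with at least 500 cells counted in the well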
WT yeast gro inh mutant strain – recorded beside WT yeast gro inh, whose call it bears; inhibition, %; mitochondrial fusion phenotypic screen, mutant strain inhibition
Dynein cargo inh cytoplasmic EGFP – also measured in Dynein cargo inh; calls as there; z-score; measured here: cytoplasmic GR-EGFP intensity; active compounds read high
Dynein cargo inh nuclear GR-EGFP – further read-out of Dynein cargo inh, marked with its call; z-score; measured here: nuclear GR-EGFP intensity;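 lower value marks the stronger effect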
Dynein cargo inh cell count – second read-out of Dynein cargo inh, no call of its own (marks repeat the call); z-score; measured here: cell count per field
Ins promoter up cell count – second read-out of Ins promoter up, no call of its own (marks repeat the call); cell count; measured here: cytotoxicity, nuclei count;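 total cells summed across four imaged fields per well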
b-catenin transl cell count 5 µM – also measured in b-catenin transl; calls as there; cell count; measured here: cell count, cytotoxicity flag
MT stabilize HCS Hoechst-high % – also measured in MT stabilize HCS; calls as there; % Hoechst-high responders; measured here: nuclear condensation Hoechst responders;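 share of cells brighter than vehicle mean plus two SD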
MT stabilize HCS cytotoxicity % – further read-out of MT stabilize HCS, marked with its call; toxicity, %; measured here: cytotoxicity by cell density;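 0% = mean cell density of plate MIN control wells and 100% = no cells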
Autophagy HCS cell loss 18 h – second read-out of Autophagy HCS, no call of its own (marks repeat the call); toxicity, %; measured here: cell loss, nuclei count;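 cell loss after 18 h compound exposure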
Starred values were filed as active, the others as inactive; i = inactive; x = not tested or not shown; + = active, no number. Unless noted, no stated cut-off is given here; in the data, active means inhibition above about 50%; inactive means the rest.

SMILES	Dynein cargo inh	Dynein cargo inh cytoplasmic EGFP	Dynein cargo inh nuclear GR-EGFP	Dynein cargo inh cell count	MT stabilize HCS	MT stabilize HCS Hoechst-high %	MT stabilize HCS cytotoxicity %	WT yeast gro inh	WT yeast gro inh mutant strain	human PMI inhibitors	b-catenin transl	b-catenin transl cell count 5 µM	PMI inhibitors	Autophagy HCS	Autophagy HCS cell loss 18 h	Yfh1-off respiration	Ins promoter up	Ins promoter up cell count
C=C(C)C1CC=C(C)/C(=N\NC(=S)Nc2ccc(C)cc2)C1 (stereo unspecified)	-0.47	-0.25	-0.22	-0.36	2.5	3.5	1.5	61*	8.4*	14%	x	x	12%	i	-1	i	0.82	1368
CCN(CC)Cc1cc(NC2=NS(=O)(=O)c3ccccc32)ccc1OC(=O)c1ccccc1	-0.64	-0.26	-0.71	0.85	1.7	3.9	2.1	-10	-14	3%	-3.0	567	-6%	i	-10	i	0.65	1383
COc1ccc(CCn2c(N3CCN(C)CC3)nc3c2c(=O)[nH]c(=O)n3C)cc1	0.76	-0.32	-0.11	0.41	3.9	2.6	12	-11	1	2%	-0.6	1072	1%	i	17	i	-0.44	1034
Cc1cccc(NC(=O)CN(C)S(=O)(=O)c2cccc3cccnc23)c1	-0.85	-0.28	-0.32	1	6.1	2.8	1.8	14	-4	-3%	x	x	-6%	i	1	i	0.37	938
COc1ccc(OC)c(N(CC(=O)O)S(=O)(=O)c2ccc(OC)c(OC)c2)c1	-0.84	-0.22	-0.16	0.36	4.2	3.1	2.2	-6	-11	2%	-0.1	984	5%	i	-7	i	0.63	1233
Cc1ccc(S(=O)(=O)N2CCC(c3nc4c(nnn4Cc4ccccc4)c(=O)[nH]3)CC2)cc1	0.88	-0.32	-0.28	0.74	2.0	1.5	3.9	16	-6	10%	0.7	1497	25%	+	15*	i	-0.71	1443
Cc1ccc(N2CC(C(=O)Nc3ccc(S(=O)(=O)N4CCCC4)cc3)CC2=O)cc1 (stereo unspecified)	0.56	-0.29	0.52	0.44	3.1	2.3	21	17	1	17%	x	x	15%	i	7	i	-0.38	1289
Cc1cccc(NCC(O)Cn2cnc3c2c(=O)n(C)c(=O)n3C)c1 (stereo unspecified)	-0.85	-0.16	-0.5	0.48	2.2	2.0	9.4	-2	9	19%	0.7	1112	17%	i	2	i	0.52	1212
CCC(=O)NC(c1ccccc1)c1nc2ccccc2[nH]1 (stereo unspecified)	2.6	-0.14	2	-1.1	4.5	2.9	6.0	0	2	-13%	x	x	0%	i	-16	i	1.1	1028
CCC(C)Sc1nnc(Cc2cc(=O)[nH]c(=O)[nH]2)n1-c1ccc(F)cc1 (stereo unspecified)	1.1	0.0034	0.98	-0.7	5.4	2.8	8.9	-7	-3	-17%	x	x	-10%	i	-1	i	-0.13	739
O=C(Cc1ccccc1)Nc1c(C(=O)N2CCCCCC2)cnn1-c1ccccc1	-0.55	-0.098	-0.19	1.8	3.4	2.5	3.9	-11	0	-4%	-2.6	492	-3%	i	13	i	x	x
CCOC(=O)/C(C(=O)Nc1ccccc1Cl)=C1/NC(C)(C)Cc2ccccc21	-0.75	-0.2	0.011	-0.4	1.4	1.4	6.1	7	-7	15%	-0.1	1104	19%	i	20	i	0.3	1673
NC(=O)CC[C@@H]1NC(=O)[C@H](Cc2ccccc2)NC(=O)[C@H](Cc2ccc(O)cc2)NC(=O)[C@@H](N)CSSC[C@@H](C(=O)N2CCC[C@H]2C(=O)N[C@@H](CCCN=C(N)N)C(=O)NCC(N)=O)NC(=O)[C@H](CC(N)=O)NC1=O	-0.026	-0.27	0.6	0.0087	3.4	2.8	6.1	-18	-2	0%	-0.2	465	0%	i	6	x	0.61	1274
NS(=O)(=O)c1ccc(NC(=S)NCc2ccccc2Cl)cc1	-0.61	-0.22	-0.097	0.72	4.8	4.4	1.3	-8	0	6%	-0.2	1153	11%	i	-4	i	-0.36	1360
CC1=CCC2C(=O)N(c3ccc(C(=O)N4CCCCCC4)cc3)C(=O)C2C1 (stereo unspecified)	0.15	-0.18	-0.16	0.15	1.8	1.8	6.2	0	8	-4%	x	x	-1%	i	6	i	-0.54	717

Structural class, those above with a halogen (3)
SMILES	Dynein cargo inh	Dynein cargo inh cytoplasmic EGFP	Dynein cargo inh nuclear GR-EGFP	Dynein cargo inh cell count	MT stabilize HCS	MT stabilize HCS Hoechst-high %	MT stabilize HCS cytotoxicity %	WT yeast gro inh	WT yeast gro inh mutant strain	human PMI inhibitors	b-catenin transl	b-catenin transl cell count 5 µM	PMI inhibitors	Autophagy HCS	Autophagy HCS cell loss 18 h	Yfh1-off respiration	Ins promoter up	Ins promoter up cell count
CCC(C)Sc1nnc(Cc2cc(=O)[nH]c(=O)[nH]2)n1-c1ccc(F)cc1 (stereo unspecified)	1.1	0.0034	0.98	-0.7	5.4	2.8	8.9	-7	-3	-17%	x	x	-10%	i	-1	i	-0.13	739
CCOC(=O)/C(C(=O)Nc1ccccc1Cl)=C1/NC(C)(C)Cc2ccccc21	-0.75	-0.2	0.011	-0.4	1.4	1.4	6.1	7	-7	15%	-0.1	1104	19%	i	20	i	0.3	1673
NS(=O)(=O)c1ccc(NC(=S)NCc2ccccc2Cl)cc1	-0.61	-0.22	-0.097	0.72	4.8	4.4	1.3	-8	0	6%	-0.2	1153	11%	i	-4	i	-0.36	1360

(cont.)
SMILES	Dynein cargo inh	Dynein cargo inh cytoplasmic EGFP	Dynein cargo inh nuclear GR-EGFP	Dynein cargo inh cell count	MT stabilize HCS	MT stabilize HCS Hoechst-high %	MT stabilize HCS cytotoxicity %	WT yeast gro inh	WT yeast gro inh mutant strain	human PMI inhibitors	b-catenin transl	b-catenin transl cell count 5 µM	PMI inhibitors	Autophagy HCS	Autophagy HCS cell loss 18 h	Yfh1-off respiration	Ins promoter up	Ins promoter up cell count
CCNc1nc(NCC)n2c(SCC(=O)c3ccccc3Cl)nnc2n1	-0.62	-0.21	-0.6	0.69	2.0	2.9	6.8	1	5	4%	-3.1	1067	9%	i	-8	i	0.69	1223
Cc1ccc(C(=O)N/C(=C/c2cccnc2)C(=O)O)cc1	3.1	0.084	1.4	-1.7	4.1	4.0	12	-8	-22	-14%	0.8	469	-21%	i	12	i	0.65	1269
Cc1c(Br)c([N+](=O)[O-])nn1CC(=O)c1ccccc1	-0.75	-0.097	-0.49	0.52	2.1	2.1	6.1	10	15	-2%	0.7	1548	0%	i	10	i	x	x
O=C(NNC(=O)C1[C@H]2CCCC[C@@H]12)NC1CCCCC1 (stereo partly specified)	-0.012	-0.24	0.094	0.15	2.2	2.0	12	4	26	0%	-0.1	904	13%	i	6	i	1.1	1140
NC(=O)c1nsc(C(=O)N(CC(=O)NCc2ccc3c(c2)OCO3)C2CCCCC2)c1N	-1.4	-0.33	-0.59	1.8	5.1	5.6	8.7	8	13	0%	-4.6	1004	1%	i	10	i	-0.27	1269
CS(=O)(=O)N(CC(=O)Nc1ccc2c(c1)OCO2)c1ccc2c(c1)OCO2	-1.3	-0.083	-0.72	1	1.7	0.9	9.1	-47	-34	15%	x	x	10%	i	-15	i	x	x
CC(=O)N(CC(C)(C)CC=C(C)C)c1ccccc1	-0.7	-0.3	0.3	0.76	3.4	2.4	9.8	1	-4	-10%	-0.8	1160	-2%	i	-10	i	0.48	1057
CN(C)CC(C)(C)CNS(=O)(=O)CC12CCC(CC1=O)C2(C)C (stereo unspecified)	-0.093	0.0069	0.29	0.2	1.8	2.2	6.2	x	x	-5%	-2.4	1171	-4%	i	3	i	-0.14	969
Cc1ccc(C(=O)NC2CC3CCCC(C2)N3C(=O)NC2CCCCC2)cc1 (stereo unspecified)	0.88	-0.23	-0.36	0.015	4.2	1.2	7.2	6	1	-11%	-1.5	1176	-5%	i	2	i	0.15	1249
O=C(COc1ccccc1[N+](=O)[O-])N/N=C/c1ccc(O)cc1	-0.26	0.23	0.13	0.12	2.3	2.0	8.7	-2	15	0%	-1.0	534	-5%	i	15	i	-0.2	1362
COc1ccc(C(=O)NC2CCSC2=O)cc1 (stereo unspecified)	0.077	-0.23	0.062	0.59	2.8	1.4	1.3	-9	0	8%	-3.7	1110	5%	i	19	i	0.52	1129
CN1CCc2c(sc3c2C(=O)NC(c2cccc(OC(=O)c4cccs4)c2)N3)C1 (stereo unspecified)	0.6	1.2	0.85	0.21	5.5	1.1	3.9	-3	-2	24%	-1.4	1091	26%	i	-3	x	x	x
CC(Sc1nnc2ccccn12)C(=O)Nc1ccc(Cl)cn1 (stereo unspecified)	0.3	-0.16	0.22	-0.19	6.1	1.4	3.6	-45	-9	-1%	-3.5	1151	2%	i	-49	i	-0.85	889
CN1CCN(C(=O)c2sc(=S)n(-c3ccccc3)c2N)CC1	-0.55	-0.13	0.38	-0.011	2.6	3.1	15	-10	-2	0%	0.6	1084	3%	i	6	i	0.05	1734
C=CCOc1ccc(NC(=O)C(=O)NCCCn2ccnc2)cc1	-0.73	0.035	0.0079	1.3	2.5	2.1	8.0	-18	12	0%	-2.0	1387	-2%	i	-30	i	-1	1362
Clc1ccccc1-c1nc2ccccc2[nH]1	-0.34	-0.24	-0.44	0.1	x	x	x	x	x	x	-1.6	1371	x	x	x	i	-0.58	1361
COc1ccc(S(=O)(=O)NNC(=O)c2csc(-n3nc(C)cc3C(F)(F)F)n2)cc1OC	-0.86	-0.086	-0.28	0.5	1.1	1.3	3.9	-4	2	-1%	-0.6	956	5%	i	16	i	0.62	913
CCn1nnc(NC(=O)c2cc3ccccc3o2)n1	-0.55	-0.23	0.038	-0.37	2.1	0.4	50	-5	-5	1%	-0.9	1047	3%	i	1	i	-0.58	1233
